PLK1 PBD block – qHTS for Inhibitors of PLK1-PDB (polo-like kinase 1 - polo-box domain): Primary Screen. Serine/threonine-protein kinase PLK1 (Homo sapiens), P53350. Plk1 PBD binding of FITC phosphopeptide, fluorescence polarization. Potency, µM, for inactives: max response, negative = inhibition, usual class: inhibitors. 360,000 compounds, 2.8% hits. AID 720504, 2013; also: potency is read from the fitted curve at half-maximal effect; series mostly up to about 57 µM; % is scaled to controls: 0 for no effect and ±100 for the full control effect; nearly all actives have a fitted effect of over 65% in size
Abeta rescue – qHTS for compounds that reverse cellular toxicity of Amyloid beta (A-beta) peptide in yeast: Primary Screen | yeast expressing A-beta42, growth rescue, OD600, 48 h; response scale: 0% DMSO, 100% iron-clioquinol control | Potency, µM (doses to about 46.1 µM), without a hit: at the top dose growth rescue, hits mostly activators | 410,000 compounds, 0.063% hits | AID 1347071, 2019; also: potency is read from the fitted curve at half-maximal effect; nearly all actives have a fitted effect of over 55% in size
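Yeast growth medium received pinned compounds, then yeast cells expressing toxic A-beta were added; plates incubated at 30 C for 48 hr. Growth read as absorbance at 600 nm, normalized to DMSO and equimolar FeCl3 plus clioquinol controls.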
FUS suppressor – qHTS for Suppressors of FUS Proteinopathy: Primary screen using FUS-linked yeast assay. AID 1347120, 2019. Potency, µM (doses to about 76.6 µM), for inactives: top-dose growth rescue (activation), actives largely listed as activators. S. cerevisiae FUS-expressing, growth rescue, OD600, 24 h. 390,000 compounds, 0.24% hits;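 also: potency is read from the fitted curve at half-maximal effect; plate controls were DMSO vehicle for no effect and reference control for full effect; nearly all actives have a fitted effect of over 55% in size; some results filed as inactive show a strong effect at the top dose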
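Compound concentration series was pinned onto galactose-induced FUS-expressing yeast seeded at OD 0.005. Plates sat 24hr at 30C; absorbance at 600 nm gave growth. DMSO served as background control.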
EPAC1 antag – qHTS for Antagonist of cAMP-regulated guanine nucleotide exchange factor 3 (EPAC1): primary screen; EPAC1 GEF assay, Rap1b-BODIPY-GDP exchange fluorescence; AID 720709, 2013; 360,000 compounds, 0.14% hits; Rap guanine nucleotide exchange factor 3 (Homo sapiens), O95398; Potency, µM (top dose mostly 115 µM), inactives show at the highest dose activity change, negative = inhibition, most hits filed as inhibitors;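 also: potency is read from the fitted curve at half-maximal effect; plate controls were vehicle for no effect and positive control for full effect; nearly all actives have a fitted effect of over 50% in size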
Target sequence (O95398 whole entry, looked up): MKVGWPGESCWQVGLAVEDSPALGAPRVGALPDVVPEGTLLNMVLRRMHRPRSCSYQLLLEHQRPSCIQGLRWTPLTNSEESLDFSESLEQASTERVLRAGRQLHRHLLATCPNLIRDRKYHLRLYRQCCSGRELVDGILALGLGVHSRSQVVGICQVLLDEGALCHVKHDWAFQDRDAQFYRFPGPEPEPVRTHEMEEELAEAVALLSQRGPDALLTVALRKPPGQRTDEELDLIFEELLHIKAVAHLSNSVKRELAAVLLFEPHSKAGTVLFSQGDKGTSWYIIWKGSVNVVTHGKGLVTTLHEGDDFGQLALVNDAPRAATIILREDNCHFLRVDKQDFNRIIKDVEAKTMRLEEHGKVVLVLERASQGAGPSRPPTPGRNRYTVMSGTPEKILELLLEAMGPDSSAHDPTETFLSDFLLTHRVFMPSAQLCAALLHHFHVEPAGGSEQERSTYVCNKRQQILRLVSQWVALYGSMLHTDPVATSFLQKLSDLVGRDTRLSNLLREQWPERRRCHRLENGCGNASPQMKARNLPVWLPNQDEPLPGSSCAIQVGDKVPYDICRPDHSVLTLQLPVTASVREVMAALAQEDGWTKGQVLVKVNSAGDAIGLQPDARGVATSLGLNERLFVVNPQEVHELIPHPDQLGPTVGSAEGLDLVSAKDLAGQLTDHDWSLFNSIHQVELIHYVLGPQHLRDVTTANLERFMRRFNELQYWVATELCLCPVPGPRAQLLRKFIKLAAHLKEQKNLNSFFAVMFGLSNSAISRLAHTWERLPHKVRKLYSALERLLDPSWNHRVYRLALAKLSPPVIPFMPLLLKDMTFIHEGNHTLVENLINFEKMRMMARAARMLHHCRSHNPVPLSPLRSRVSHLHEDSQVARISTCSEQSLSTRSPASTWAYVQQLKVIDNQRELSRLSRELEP
WRN inhibitor – qHTS for Inhibitors of WRN Helicase; Potency, µM (series often up to 114 µM), for inactives: top-dose activity change, negative = inhibition, actives largely listed as inhibitors; WRN helicase unwinding, fluorescent forked duplex, kinetic; 360,000 compounds, 0.46% hits; also: potency is read from the fitted curve at half-maximal effect; % is scaled to controls: 0 for no effect and ±100 for the full control effect; nearly all actives have a fitted effect of over 55% in size
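Enzyme (20 nM final) and test compound sit together 15 min at room temperature before substrate addition. Substrate is a single-forked duplex oligonucleotide (100 nM) labelled with fluorophore and quencher, with 2 mM ATP; helicase unwinding raises red fluorescence, read kinetically.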
EPAC1 ag – qHTS for Agonist of cAMP-regulated guanine nucleotide exchange factor 3 (EPAC1): primary screen; Rap guanine nucleotide exchange factor 3 (Homo sapiens), O95398; EPAC1 agonist qHTS, biochemical assay; response scale: 100% = response to 6.5 mM cAMP; Potency, µM (doses to about 154 µM), inactives show at the top dose activation, usual class: activators; 360,000 compounds, 0.073% hits; also: potency is read from the fitted curve at half-maximal effect; nearly all actives have a fitted effect of over 60% in size
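Read-out is the fluorescence drop as BODIPY-GDP leaves Rap1B (480 nm excitation, 540 nm emission), recorded every 5 minutes over 30 minutes. Reactions held 100 nM EPAC1, 250 nM Rap1B–BODIPY-GDP and 50 uM GDP, with 6.5 mM cAMP setting full activation.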
IL2 activator – qHTS of IL-2 Activators; IL-2 activation reporter assay, cell-based qHTS; stimulated with anti-CD3/CD4/CD28 beads; in transgenic mouse T cells; activation, % (series mostly up to about 46 µM); 360,000 compounds, 0.065% hits; AID 652025, 2013; in the data active = activation above about 50%; inconclusive = mostly about 30% to 49%; also: 0% is about no effect
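Readout is EGFP and DsRed signal by fluorescent plate cytometry after 18 h at 37 degrees C. Transgenic mouse T cells (750/well) received compound for 60 min before bead stimulation (anti-CD3, anti-CD4, anti-CD28); memory T cells served as non-tolerant control.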
PI5P4Ka inh – qHTS for Inhibitors of phosphatidylinositol 5-phosphate 4-kinase (PI5P4K); max response, %; AID 652105, 2013; Phosphatidylinositol 5-phosphate 4-kinase type-2 alpha (Homo sapiens), P48426; 330,000 compounds, 1.2% hits; PI5P4Kalpha enzyme, ADP-Glo luminescence, 60 min; active compounds read low; active = max response of -50% or lower; inconclusive = between -30% and -50%; inactive = -30% or higher; also: value at the top dose of about 77 µM; % is scaled to controls: 0 for no effect and ±100 for the full control effect
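ADP-Glo luminescence end-point after a 60 min room-temperature kinase reaction. PI5P4Kalpha and substrate in HEPES pH 7.4 buffer with EGTA, 0.1% CHAPS and 5% DMSO; ATP at 5 microM final.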
Active calls of the source: *; ? = inconclusive; . = no result given; & = joins results of further samples; [ ] = remark or other dose. Unless noted, calls follow the shape of the dose curve; as a rule, active = well fitted curve in the direction sought with a large enough effect; inconclusive = small, poorly fitted or top-dose-only effect, or another doubt; inactive = no such curve, though single readings can be large; an effect the other way counts as inactive or inconclusive.

compound	PLK1 PBD block	Abeta rescue	FUS suppressor	EPAC1 antag	WRN inhibitor	EPAC1 ag	IL2 activator	PI5P4Ka inh
Cc1ccc(N2C(=O)[C@@H]3C(C(=O)CCN4C(=O)c5ccccc5C4=O)=NN[C@@H]3C2=O)cc1	1%	4%	42%	15%	-12%	-3%	1.4	0
Cc1ccc(C(C)C)c(OCCCN(C)Cc2ccccc2)c1	-4%	0%	.	-5%	1%	-4%	0.5	-7
COCc1cc(C)nc2sc(C(=O)N3CCCC3)c(N)c12	-11%	-8%	-21%	5%	-1%	10%	-1.6	.
COc1cc(NCc2ccccc2)c2ncn(C(C)C)c2c1	-3%	-19%	-4%	-8%	4%	3%	0.3	-3
Nc1ccc(C(CC(=O)O)n2cccc2)cc1 (stereo not given)	-19%	-27%	47%	16%	-6%[11.6 µM]	0%	2.2	-12
Cc1cc(C)n2nc(SCCCC(=O)c3ccc(F)cc3)nc2n1	?	9%	0%	-5%	-4%	0%	0.4	-10
Clc1ccc(OCc2nnc(SCc3nnc(-c4ccccc4)o3)o2)c(Cl)c1	-4%	34%	26%	-21%	-15%	7%	-2.0	2
CC1CN(S(=O)(=O)c2cccc(C(=O)OCC(=O)Nc3ccc4c(c3)OCO4)c2)CC(C)O1 (stereo not given)	-5%	-17%	41%	-20%	-5%	11%	0.3	-6
N=C1C2=C3Sc4ccccc4N3CCCC2=NN1c1cccc(S(=O)(=O)O)c1	?	-12%	28%	-16%	?	-4%	-1.7	-53*
CCOC(=O)N1CCN(C(=O)c2cn(C)c3ccc(S(=O)(=O)N4CCC(C)CC4)cc3c2=O)CC1	7%	4%	11%	-7%	0%	2%	-0.8	3
N#CC[C@H](Cc1ccccc1)N1CC[C@@H](NC(=O)OCc2ccccc2)CCC1=O	-8%	-1%	2%	-5%	10%	-2%	0.7	-2
O=C(CNc1cccc(C(F)(F)F)c1)N/N=C/c1cn(-c2ccccc2)nc1-c1ccccc1	-8%	1%	14%	-20%	-2%	-12%	-2.3	6
COc1ccccc1NS(=O)(=O)c1cc(C(=O)NCCN2CCOCC2)ccc1Cl	-10%	-15%	14%	1%	-10%[57.1 µM]	-7%	-3.9	.
CN(C)c1cccc(C(=O)Nc2nnc(Cc3ccccc3)s2)c1	-5%	3%	11%	1%	1%	2%	0.3	8
COc1cc(CO)ccc1OCc1nnnn1-c1ccc(C)cc1	17µM*	-9%	31%	13%	-3%	2%	1.5	-29
CCN1C(=O)NC(c2cc(Br)ccc2OC)C(C(=O)OC)=C1C (stereo not given)	-21%	-3%	2%	11%	11%	-2%	-3.6	-5
CCCc1c(C(=O)Nc2ccc(C(F)(F)F)cc2)cnn1-c1ccccc1	4%	-25%	-12%	-22%	-1%	-7%	-0.2	0
CC1(C)CC(=O)C(C=NCC2CCN(C(=S)Nc3ccccc3)CC2)=C(O)C1	-11%	-1%	10%	5%	8%	0%	1.0	1
NC(c1ccccc1)c1csc(Nc2ccc(C(=O)c3ccccc3)cc2)n1 (stereo not given)	-1%	-21%	9%	-9%	-13%	-4%	-0.2	-9
COc1ccc(N2CCN(CCCNC(=O)C3(S(=O)(=O)c4ccc(Cl)cc4)CC3)CC2)cc1	-2%	8%	.	9%	-1%	-4%	-0.3	-7
CCc1cc2c(C)ccc(C)c2nc1SCC(=O)Nc1c(C)[nH]c(=O)[nH]c1=O	4%	7%	39%	36%[activator]	-24%[57.1 µM]	-6%	0.8	-12
COc1ccccc1N(C)S(=O)(=O)c1ccc(Cl)c(C(=O)Nc2cccc(C)n2)c1	0%	12%	11%	-26%	-3%	17%	-2.4	2
COc1ccccc1C(=O)NC(=O)COC(=O)c1ccc(Cl)nc1	3%	5%	12%	7%	4%	-3%	-3.9	-1
C#CCn1c(=NC(=O)c2cc(-c3cccs3)nc3ccccc23)sc2cc(S(N)(=O)=O)ccc21	-10%	-10%	.	-17%	-31%	7%	5.8	-9
COc1ccc(CN2CCN(C(C)C)C(CCO)C2)cc1Cn1cncn1 (stereo not given)	-9%	6%	17%	-1%	0%	-1%	1.5	2
COc1ccc(NC(=O)COC(=O)C2CC(=O)N(c3ccc(C)cc3)C2)cc1 (stereo not given)	2%	9%	10%	4%	7%	1%	-0.6	-1
NC1=NC2(CCCCC2)N(c2cccc(Cl)c2)C(N)=N1	-9%	12%	0%	-12%	0%	14%	-1.3	.
S=C(Nc1ccc2c(c1)OCO2)NC1CCN(Cc2ccccc2)CC1	2%	18%	22%	2%	12%	-4%	-0.5	.
CCc1cccc2c(C(=O)CN3C(=O)N(C)C4(CCCCC4)C3=O)c[nH]c12	-7%	7%	?	-26%	-1%	5%	-0.4	-5
CC1CCN(CCCNC(=O)C2CCC(=O)N2C2CCCC2)CC1 (stereo not given)	3%	15%	-15%	13%	8%	0%	-1.8	.
O=C(NCCc1ccccc1)C1(c2ccccc2)CC1(Cl)Cl (stereo not given)	-6%	-11%	29%	9%	6%	8%	-2.6	.
CC1=NN(C(=O)c2ccc(C)cc2)C(O)(C(F)(F)OC(F)(F)F)C1 (stereo not given)	?	13%	7%	1%	3%	-9%	-1.3	-2
O=C(O)c1cccc(Nc2ncnc3ccc(Br)cc23)c1	-7%	-2%&-13%	18%&-13%	-15%	-22%	6%	-2.5	?
CCn1c(C(=O)N2CCCC(C(=O)NCCc3ccc(C)cc3)C2)cc2sccc21 (stereo not given)	1%	-15%	43%	-13%	-18%	11%	1.0	.
COc1ccc(OCCc2nnc(N)s2)cc1	-1%	24%	18%	14%	8%	3%	0.0	.
Cc1ccc(S(=O)(=O)N2CCCN(C(=O)OC(C)(C)C)CC2)cc1	0%	-12%	32%	-29%	-10%	-7%	3.7	-2
OC(CN1CCCCC1)c1ccc2c3c(cccc13)CC2 (stereo not given)	-12%	-3%	2%	3%	6%	10%	-0.5	3
C=C1C(C(=O)N2CCN(C)CC2)C1C(=O)N1CCN(C)CC1 (stereo not given)	-9%	9%	-2%	-8%	5%	-1%	-0.7	.
Cc1ccc(CN(C(=O)CNC(=O)c2cccs2)C(C(=O)NCC2CCCO2)c2ccccc2)cc1 (stereo not given)	2%	-3%	24%	-7%	-5%	-5%	-0.2	.
CCOC(=O)/C=C1\SCC(=O)N1CC(O)CN1C(=O)CS/C1=C/C(=O)OCC (stereo not given)	-13%	-18%	12%	-9%	-7%	-8%	-0.5	-1
CN(C(=O)COC(=O)c1nc(Cl)c(Cl)c(Cl)c1Cl)C1CCS(=O)(=O)C1 (stereo not given)	-16%	-14%	-1%	-5%	-4%	-1%	-5.3	-16
COc1cccc(N2CCN(S(=O)(=O)c3cn(C)cn3)CC2)c1	-25%	-3%	0%	-10%	3%	-4%	-2.4	-2
CCCn1c(CCc2ccccc2)nnc1SCC(=O)N1CCCC1	-10%	-5%	18%	15%	4%	5%	-3.1	-6
CCOC(=O)c1cc(-c2ccccc2)sc1NC(=O)COC	-18%	8%	15%	6%	-4%	8%	2.2	2
O=C(NCc1nc2ccccc2[nH]1)C1=C[C@H](C2CCCCC2)C[C@H](OCc2ccc(CO)cc2)O1	5%	12%	20µM*	-5%	-3%	4%	-0.3	0
CCOCCCNC(=O)CSc1nc2nc(C)c(Cc3ccccc3)c(C)n2n1	-1%	-4%	9%	7%	-7%	2%	0.1	4
O=C(Cc1ccc(Cl)cc1)Nc1ccc2oc(=O)ccc2c1	-12%	-12%	10%	-3%	-10%	14%	0.8	4
CSCCC(NC(=O)c1cc(S(=O)(=O)N2CCOCC2)ccc1F)c1nc2ccccc2[nH]1 (stereo not given)	0%	-11%	.	-9%	-22%	5%	-1.7	-3
O=C(COC(=O)/C=C/c1ccc(OC(F)F)cc1)NC1CCCCCC1	4%	-6%	.	-4%	7%	-9%	-3.7	12
CCCCCCNC(=O)C(C#N)c1nc2ccccc2nc1N1CCOCC1 (stereo not given)	?	10%	-33%	-4%	-10%	7%	0.8	0
COCCNC(=S)N1CCC(C(=O)c2ccc3c(c2)OCCO3)CC1	-2%	8%	23%	9%	2%	-7%	-0.8	-5
COc1cc2c(cc1OC)-c1cc(Nc3ccc(N(C)C)cc3)nc(=O)n1CC2	-16%	-14%	?	-22%	-35%	7%	1.8	?
CSc1nsc(SCC(=O)Nc2ccc(O)c(C(=O)O)c2)n1	?	10%	6%	?	-13%	1%	-1.0	?
CCOc1nc(-c2ccc(OC)cc2)ccc1-c1noc(C)n1	0%	4%	0%	-6%	-18%	10%	-0.5	.
CCc1c(C)c(C#N)c2[nH]c3ccccc3n2c1=S	13µM*	-95%[inhibitor]	4%	6%	-5%	-1%	2.8	-25
Nc1nc2c(ncn2[C@@H]2O[C@H](CNC(=O)[C@H](N)C3CCCCC3)[C@@H](O)[C@H]2O)c(=O)[nH]1	-9%	-6%	-9%	1%	-6%	-6%	-0.1	2

The order is random, and some 4.1% of all compounds hit somewhere here.
